Luciferase inh – Photinus pyralis luciferase inhibition | AID 1347043 | actives 2.5% (n = 76,000) | Potency, µM (highest dose often 115 µM), without a hit: at the top dose activity change, negative = inhibition, actives largely listed as inhibitors | purified P. pyralis luciferase, luminescence, biochemical | P08659; also: potency is read from the fitted curve at half-maximal effect; nearly all actives have a fitted effect of over 65% in size
Target sequence (P08659 whole entry, looked up): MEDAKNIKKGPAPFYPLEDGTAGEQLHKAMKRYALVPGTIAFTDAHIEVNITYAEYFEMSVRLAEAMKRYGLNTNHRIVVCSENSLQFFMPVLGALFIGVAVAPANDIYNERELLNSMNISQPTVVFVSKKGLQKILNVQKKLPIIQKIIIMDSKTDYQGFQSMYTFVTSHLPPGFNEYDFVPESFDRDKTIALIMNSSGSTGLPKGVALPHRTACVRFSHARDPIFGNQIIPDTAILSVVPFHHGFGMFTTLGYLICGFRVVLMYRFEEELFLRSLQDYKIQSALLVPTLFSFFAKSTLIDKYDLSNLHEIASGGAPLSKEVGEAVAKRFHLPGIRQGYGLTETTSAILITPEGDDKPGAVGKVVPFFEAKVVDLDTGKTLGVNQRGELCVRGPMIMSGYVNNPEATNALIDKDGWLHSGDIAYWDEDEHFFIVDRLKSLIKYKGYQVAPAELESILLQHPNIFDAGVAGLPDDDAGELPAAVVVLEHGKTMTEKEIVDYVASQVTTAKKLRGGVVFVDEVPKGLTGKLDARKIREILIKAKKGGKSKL
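Biochemical qHTS: compound (6-point titration) added to 10uM D-luciferin plus 10uM ATP in Tris acetate pH 7.5 buffer with Mg, Tween-20 and BSA, then purified enzyme at 10nM; light output imaged.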
GPT2 inhibitor – GPT2 alanine aminotransferase inhibition; actives 0.25% (n = 100,000); Recombinant GPT2, coupled pyruvate oxidase/HRP Amplex Red fluorescence; Q8TD30; Potency, µM (doses to about 57.7 µM), for inactives: at the highest dose activity change, negative = inhibition, hits mostly inhibitors; also: potency is read from the fitted curve at half-maximal effect; nearly all actives have a fitted effect of over 60% in size; many of its hits are not listed in these tables
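Inhibition is scored from Amplex Red fluorescence generated when pyruvate oxidase and HRP act on pyruvate released by GPT2. Reactions contain 10ng/uL enzyme, 250uM a-KG and 2mM L-alanine and run 30 min at room temperature.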
HEK cytotox – HEK 293 cell cytotoxicity. HEK 293 viability, ATP luminescence (CellTiter-Glo), 48-72 h. Potency, µM (series often up to 115 µM), inactives show at the highest dose activity change, negative = cytotoxicity, most hits filed as inhibitors. actives 6.6% (n = 94,000). AID 1345083; also: potency is read from the fitted curve at half-maximal effect; nearly all actives have a fitted effect of over 60% in size
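HEK 293 cells seeded at 250 cells/well were exposed to compound for 48 or 72 hr at 37 degree Celsius. Viability taken as ATP content by CellTiter-Glo luminescence.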
SNCA expr inhib – reduces expression of the alpha-synuclein gene; HEK-293 SNCA-luciferase knock-in, luminescence, 24 h; Potency, µM (highest dose often 57.2 µM), for inactives: top-dose activity change, negative = inhibition, hits mostly inhibitors; actives 0.17% (n = 140,000); AID 1671194;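 also: potency is read from the fitted curve at half-maximal effect; plate controls were DMSO cells for no effect and cell-free wells for full effect; nearly all actives have a fitted effect of over 45% in size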
3T3 cytotox – cytotoxic compounds in NIH 3T3 cells; Potency, µM (series often up to 96.7 µM), without a hit: at the top dose activity change, negative = cytotoxicity, most hits filed as inhibitors; actives 4.3% (n = 94,000); NIH 3T3 viability, CellTiter-Glo ATP luminescence, 48-72 h; also: potency is read from the fitted curve at half-maximal effect; nearly all actives have a fitted effect of over 55% in size
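NIH 3T3 cells at 400 cells/well received 23 nL of compound by pintool and were incubated 48 or 72 h at 37 °C. Viability was read as ATP-coupled CellTiter-Glo luminescence.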
IP6K1 inhibitor – IP6K1 kinase inhibition | IP6K1 kinase, ADP-Glo luminescence, 2 h; active compounds read low | Q92551 | actives 0.81% (n = 140,000) | activity change, % (series mostly up to about 58 µM); in the data active = activity change below about -25%
Target sequence (Q92551 whole entry, looked up): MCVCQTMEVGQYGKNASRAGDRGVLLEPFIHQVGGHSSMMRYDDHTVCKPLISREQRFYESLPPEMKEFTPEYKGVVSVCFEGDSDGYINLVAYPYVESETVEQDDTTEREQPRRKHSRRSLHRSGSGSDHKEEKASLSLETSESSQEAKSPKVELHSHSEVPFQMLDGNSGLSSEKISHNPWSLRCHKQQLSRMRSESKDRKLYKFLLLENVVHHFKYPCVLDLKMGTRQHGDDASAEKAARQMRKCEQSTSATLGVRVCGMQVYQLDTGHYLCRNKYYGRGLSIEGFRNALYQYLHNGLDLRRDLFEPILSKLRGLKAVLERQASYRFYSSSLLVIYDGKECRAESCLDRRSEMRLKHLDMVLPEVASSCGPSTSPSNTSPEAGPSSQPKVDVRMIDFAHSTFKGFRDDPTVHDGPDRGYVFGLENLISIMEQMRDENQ
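ADP-Glo luminescence measures ADP made by human IP6K1 during a 2 h RT reaction with ATP/IP6 (mix at 1.3 mM/130 uM); top library doses 57.5 and 19.1 uM final.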
SNCA viab count – counter-screen for SNCA expression inhibitors: cell viability. HEK-293-SNCA-luc viability, GF-AFC fluorescence, 24 h. Potency, µM (series often up to 57.1 µM), inactives show at the highest dose activity change, negative = cytotoxicity, hits mostly cytotoxic. actives 0.12% (n = 150,000). AID 1671193;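 also: potency is read from the fitted curve at half-maximal effect; 0% = DMSO-treated cells and -100% = medium-only wells without cells; nearly all actives have a fitted effect of over 30% in size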
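Cytotoxicity counterscreen: after 24 h compound treatment of genome-edited SNCA-luciferase HEK-293 cells, live-cell protease substrate GF-AFC read by fluorescence after 30 min; activity scaled between DMSO (0%) and medium-only (-100%), curves Hill-fitted.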
* hit, by the source's call; i = inactive; u = inconclusive; x = not tested or not shown; [ ] = dose if it differs, or a comment. Unless noted, calls follow the shape of the dose curve; as a rule, active = well fitted curve in the direction sought with a large enough effect; inconclusive = small, poorly fitted or top-dose-only effect, or another doubt; inactive = no such curve, though single readings can be large; an effect the other way counts as inactive or inconclusive. Unless noted, % is scaled to controls: 0 for no effect and ±100 for the full control effect.

SMILES | Luciferase inh | GPT2 inhibitor | HEK cytotox | SNCA expr inhib | 3T3 cytotox | IP6K1 inhibitor | SNCA viab count
Cn1cnc(S(=O)(=O)N2CCC(Cc3nncn3-c3ccccc3)CC2)c1 | -10% | 3% | -13% | 20% | -7% | 15 | 6%
Cc1ccc(CNC(=O)CCc2c(C)nc3c(-c4ccc(F)cc4)c(C)nn3c2C)cc1 | x | x | x | 22% | x | 2 | -6%
COCc1ncc(C)n1C1CCCN(C(=O)CCCc2ccccc2)C1 (configuration not stated) | x | -22% | -19% | 1% | -28% | 22 | 16%
Cc1ccc(C)c(OCc2cc(C(=O)N(C)Cc3n[nH]c4c3CCCC4)no2)c1 | -4% | -10% | u | 20% | u | 22 | 8%
CCC(CC)C(=O)Nc1ccc([C@@H](O)[C@H]2COCC(=O)N2CC2CC2)cc1 | -9%[172 µM] | -7%[88.5 µM] | -5%[172 µM] | 0%[87.6 µM] | 1%[138 µM] | -7 | 2%[87.6 µM]
CN(C)c1ccc(C2O[C@@H](c3ccccc3)C[C@H](c3ccccc3)O2)cc1 (some centres not stated) | x | -12% | x | x | x | 5 | -9%
CCN1CCC(N(Cc2ccc3c(c2)OCO3)C(=O)Nc2cc(Cl)ccc2C(=O)OC)CC1 | x | x | x | u | x | -3 | u
CN(C)c1ccc(CNC(=O)CN(C)S(=O)(=O)c2ccc3c(c2)c(=O)n(C)c(=O)n3C)cc1 | x | x | x | 0% | x | -8 | -6%
O=C(NCC1CCCO1)C1CCN(C(=O)c2ncn3c2COC(c2ccc(F)cc2)C3)CC1 (configuration not stated) | 40µM* | i | -2% | 3% | -32% | 0 | -4%
CC[C@H]1CN(C(C)=O)CC[C@H]1CC(=O)NCCOC | -10%[230 µM] | -9%[88.5 µM] | -24%[230 µM] | 12%[87.6 µM] | -12%[230 µM] | 8 | 2%[87.6 µM]
O=C1CC2(CCN(C(=O)C3CCCN(C(=O)C4CC4)C3)CC2)Oc2ccccc2N1 (configuration not stated) | x | 3% | -3% | 26% | -15% | -8 | 6%
CC(C)(C)C(=O)Nc1ccc2nc(SCC(=O)N3CCCC3)sc2c1 | x | x | x | 16% | x | 20 | -24%
COc1cccc(NC(=O)Cn2c(=O)n(Cc3ccc(C(=O)NCc4ccc5c(c4)OCO5)cc3)c(=O)c3ccccc32)c1 | x | x | x | -3% | x | 7 | -9%
O=C(Cc1ccccc1)N1CCC(c2n[nH]c(=O)n2Cc2ccc(F)cc2)CC1 | 2% | i | 7% | u | -16% | 1 | 8%
Cc1onc(-c2cnn(C)c2NCc2ccc(C#N)cc2)c1C(=O)NCC(C)C | -15%[172 µM] | -1%[88.5 µM] | -29%[172 µM] | 8%[87.6 µM] | u | 13 | -1%[87.6 µM]
COCCc1nncn1C1CCN(S(=O)(=O)c2ccc(Cl)c(C)c2)CC1 | 8% | 4% | -2% | -27% | -25% | 6 | 4%
Cc1cccc(CNC(=O)Cc2ccc(NC(=O)N3CCCCc4ccccc43)cc2)c1 | x | x | x | 17% | x | 8 | -2%
COc1ccc(S(=O)(=O)c2cc3cc(C(C)(C)C)cc(O)c3oc2=O)cc1 | x | x | x | u | x | -19 | u
N#C[C@H]1C[C@H]2C[C@@H]2N1C(=O)[C@@H](N)C12CC3CC(CC(O)(C3)C1)C2 | x | 0% | x | 9% | x | -8 | -1%
COC(=O)CNC(=O)C1CCN(Cc2ccccc2-c2cccnc2)CC1 | x | -6% | 1% | 19% | -16% | -3 | 1%
Cc1nc2c(c(-c3ccc(Cl)cc3)n1)CCN(C(=O)c1ccccc1Cl)CC2 | 9% | i | i | -23% | -6% | -15 | 8%
COc1ccc(C[C@H](NC(=O)[C@@H]2C[C@H](NC(=O)Nc3cccc(SC)c3)CN2C(=O)CC(C)(C)C)C(N)=O)cc1 | 0% | -4% | 0% | -1% | -15% | -3 | 3%
CCc1ccc(-c2nn(CC(=O)NC3CCCCC3)c3c2cnc2ccc(F)cc23)cc1 | x | x | x | 34%[activator] | x | 6 | -4%
COCC(=O)NC1CCC12CCN(C(=O)Cc1cccnc1)CC2 (configuration not stated) | 1% | i | i | -4% | i | -9 | -9%
CCC1Oc2ccc(NC(=O)c3ccc([N+](=O)[O-])cc3)cc2CN(Cc2ccccc2)C1=O (configuration not stated) | -3% | -12% | -19% | -19% | -24% | -10 | -14%
Cc1ccc(-c2nc3ccc(Cl)cn3c2Nc2ccccc2C)s1 | x | x | x | 131%[activator] | x | 11 | -12%
Cc1ccccc1-n1nc(-c2c(C)nc3scc(CC(=O)NCC(C)C)n3c2=O)cc1C | -2% | i | i | -12% | 4% | 0 | 3%
Cc1cccc(N2CCN(Cc3nnc(-c4ccc5c(c4)OCO5)o3)CC2)c1C | x | x | x | 22% | x | 4 | 9%
O=C(Nc1ccc(F)cc1)N[C@H]1[C@H](O)[C@@H](N2CCOCC2)[C@@H]2OC[C@H]1O2 | -5%[172 µM] | -1%[88.5 µM] | i | 19%[87.6 µM] | 0%[174 µM] | -10 | 1%[87.6 µM]
CN1CCN(C(=O)c2cc(-c3cc(Cl)cc(Cl)c3)c3nncn3n2)CC1 | x | i | -12%[172 µM] | 4%[87.6 µM] | -26%[138 µM] | 16 | -21%[12.5 µM]

Reprinted at random: 3 records from the list
SMILES | Luciferase inh | GPT2 inhibitor | HEK cytotox | SNCA expr inhib | 3T3 cytotox | IP6K1 inhibitor | SNCA viab count
COc1ccc(C[C@H](NC(=O)[C@@H]2C[C@H](NC(=O)Nc3cccc(SC)c3)CN2C(=O)CC(C)(C)C)C(N)=O)cc1 | 0% | -4% | 0% | -1% | -15% | -3 | 3%
CC(C)(C)C(=O)Nc1ccc2nc(SCC(=O)N3CCCC3)sc2c1 | x | x | x | 16% | x | 20 | -24%
COC(=O)CNC(=O)C1CCN(Cc2ccccc2-c2cccnc2)CC1 | x | -6% | 1% | 19% | -16% | -3 | 1%

Remaining list, next part
Values run as follows: Luciferase inh	GPT2 inhibitor	HEK cytotox	SNCA expr inhib	3T3 cytotox	IP6K1 inhibitor	SNCA viab count
CCCCOC(=O)c1cccc(NC(=O)/C=C/c2ccccc2Cl)c1
 : x	x	x	u	x	20	-13%
COc1cccc(CN2CCNc3cnc(OCc4cccnc4)cc3C2)c1
 : -12%[172 µM]	3%[88.5 µM]	u	-2%[87.6 µM]	u	-13	-9%[87.6 µM]
Cc1ccc(C(=O)Nc2ccc(Br)cc2)cc1S(=O)(=O)N1CCOCC1
 : x	x	x	101%[activator]	x	9	-3%
Cc1noc(C)c1-c1cnc2n[nH]c(-c3ccccc3)c2n1
 : -14%[230 µM]	i	u	-11%[87.6 µM]	-27%[174 µM]	10	10%[87.6 µM]
Cc1ccc(C)c(N2CCN(C(=O)CN3CCSc4ccccc43)CC2)c1
 : x	x	x	44%[activator]	x	19	-1%
CC(C)Cn1c(=O)c(C(=O)N2CCCC(C)C2)nc2cccnc21 (configuration not stated)
 : x	i	-8%[172 µM]	16%[87.6 µM]	-31%[138 µM]	17	3%[87.6 µM]
CC(NC(=O)c1sc2ncccc2c1-n1cccc1)c1ccccc1 (configuration not stated)
 : x	x	x	-6%	x	-7	-5%
COC(=O)c1ccccc1NC(=O)c1oc2ccc3c(c2c1C)C(=O)CC(C)(C)O3
 : x	x	x	17%	x	16	-2%
CCN(CC)CCNC(=O)C1CCCN(Cc2ccncc2)CCC(=O)NCC1 (configuration not stated)
 : 8%	2%	-7%	-3%	i	-11	6%
O=S(=O)(c1ccc(Cl)cc1)c1nnn2c1nc(N1CCOCC1)c1ccccc12
 : x	2%	-1%	2%	u	4	6%
CC(=O)N1CCC(N(Cc2ccco2)C(=O)Nc2ccc(C)c(Cl)c2)CC1
 : x	x	x	32%[activator]	x	-9	13%
c1ccc(-c2noc(-c3cncnc3N3CCN(C4CCCCC4)CC3)n2)cc1
 : -12%	-10%	u	2%	-25%	-3	-7%
C=C1CC[C@@H]2[C@](C)(CC[C@H](O)[C@@]2(C)CCC=C(C)C)[C@@H]1Cc1c[nH]c2ccccc12
 : x	i	x	x	x	-4	-9%[23.9 µM]
O=C(O)COc1ccccc1C1Nc2ccccc2-c2nnc(SCc3ccc(Cl)cc3)nc2O1 (configuration not stated)
 : x	x	x	-7%	x	-15	-10%
C[C@@H]1O[C@@H](O[C@H]2[C@@H](OC(=O)[C@]34CCC(C)(C)CC3C3=CCC5[C@@]6(C)C[C@H](O)[C@H](O[C@@H]7O[C@H](CO)[C@@H](O)[C@H](O)[C@H]7O[C@@H]7OC[C@@H](O)[C@H](O)[C@H]7O)[C@@](C)(C(=O)O)C6CC[C@@]5(C)[C@]3(C)CC4)OC[C@H](O)[C@@H]2O)[C@H](O)[C@H](O)[C@H]1O[C@@H]1OC[C@@H](O)[C@H](O)[C@H]1O (some centres not stated)
 : x	i[11.5 µM]	x	x	x	-1	-29%[12.5 µM]
CCn1c(=O)n(-c2ccc(F)cc2)c(=O)c2sc3ccccc3c21
 : x	x	x	2%	x	31	-12%
Cc1ccccc1CN1CC[C@H](c2nc3ccc(F)cc3[nH]2)C1
 : 14µM*	3%[88.5 µM]	35µM*	11%[87.6 µM]	u	-4	-19%[87.6 µM]
CCc1nn2c(=O)cc(COC(=O)COc3ccc(OC)cc3)nc2s1
 : x	x	x	8%	x	-9	5%
Cc1c(Cl)cc(C(=O)N2CCCC(C#N)C2)cc1Cl (configuration not stated)
 : -3%	0%	-2%	1%	-15%	4	-4%
COc1cc(Cl)c(NC(=O)c2cc(S(=O)(=O)N3CCCCC3)c[nH]2)c(OC)c1
 : x	x	x	u	x	4	-13%

Carrying on:
Values run as follows: Luciferase inh	GPT2 inhibitor	HEK cytotox	SNCA expr inhib	3T3 cytotox	IP6K1 inhibitor	SNCA viab count
CCc1ccc(C(=O)c2cn(CC(=O)Nc3cccc(OC)c3)c3cc4c(cc3c2=O)OCO4)cc1
 : x	x	x	-16%	x	-8	5%
O=C(c1ccc(C(F)(F)F)cc1)N1CCC2(CC1)COc1ccccc1CN2
 : 4%	4%	-1%	4%	-5%	8	-4%
COc1ccc2c(c1)c(CC(=O)Nc1cccc(F)c1C)c(C)n2C(=O)c1ccc(Cl)cc1
 : x	x	x	17%	x	25	u
COc1ccccc1NC(=O)CSc1nc(O)c(C/C=C/c2ccccc2)c(=O)[nH]1
 : x	x	x	-9%	x	-10	21%
CCn1cc(CN(C)C(=O)c2ccc3c(c2)C(O)CCCCCN3CCOC)c(C)n1 (configuration not stated)
 : 0%	1%	u	u	u	-12	-12%
Cc1cc(C)cc(NC(=O)CCCn2nc(C)c3c(C)n(-c4ccccc4)nc3c2=O)c1
 : x	x	x	43%[activator]	x	-5	7%

Source: PubChem
